APOBEC3G inh – inhibitors of human APOBEC3G DNA deaminase. recombinant A3G, ssDNA deamination FAM/TAMRA fluorescence. inhibition, % at 20 µM. hit rate 0.28% among 330,000;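 active = inhibition of at least 40% at 20 µM, with no more than 30% in the related APOBEC3A deaminase screen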;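 note: plate controls were DMSO wells with A3G for no effect and wells lacking A3G enzyme for full effect; some compounds called inactive have numbers as strong as hits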
hIAP act – increases human intestinal alkaline phosphatase activity | P09923 | purified human IAP, CDP-Star luminescence, 30 min; active compounds read high; 1 = vehicle-only enzyme, 0 = enzyme-free background | activation factor at 10 µM | hit rate 0.16% among 330,000 | AID 2524;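 active = activation factor of the enzyme at least 2-fold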; note: the source names both 10 and 20 µM as test concentration; values of inactives mirror those of a sister screen read the other way
Target sequence (P09923 whole entry, looked up): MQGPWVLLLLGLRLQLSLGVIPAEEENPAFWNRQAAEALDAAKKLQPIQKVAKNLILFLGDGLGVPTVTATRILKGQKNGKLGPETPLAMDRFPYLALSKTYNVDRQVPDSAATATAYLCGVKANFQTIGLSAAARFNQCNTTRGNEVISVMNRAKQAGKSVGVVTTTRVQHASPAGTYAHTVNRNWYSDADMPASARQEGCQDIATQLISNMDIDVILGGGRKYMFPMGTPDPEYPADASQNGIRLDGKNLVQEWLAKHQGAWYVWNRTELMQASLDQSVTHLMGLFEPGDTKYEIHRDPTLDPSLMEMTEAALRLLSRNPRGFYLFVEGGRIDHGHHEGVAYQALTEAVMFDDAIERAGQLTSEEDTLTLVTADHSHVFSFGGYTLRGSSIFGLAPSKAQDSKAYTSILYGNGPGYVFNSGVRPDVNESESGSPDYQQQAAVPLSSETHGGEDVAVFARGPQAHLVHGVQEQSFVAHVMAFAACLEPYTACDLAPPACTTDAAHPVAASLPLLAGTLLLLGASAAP
mIAP block – blocks mouse intestinal alkaline phosphatase; purified mouse IAP, CDP-Star luminescence, 30 min; inhibition, % at 10 µM; hit rate 0.2% among 330,000; AID 2806;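 active = inhibition of at least 40% at 10 µM in the primary screen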;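 note: plate controls were DMSO with enzyme for no effect and no enzyme wells for full effect; values of inactives mirror those of a sister screen read the other way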
GRIN3A LBD mod – modulators (binders) of human NR3A ligand-binding domain; NR3A LBD differential scanning fluorimetry, Tm shift; 0% = protein alone, 100% = glycine-bound protein; Tm shift relative to glycine control, % at 25 µM; hit rate 2.5% among 340,000; AID 1259313;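 active = melting temperature shift of at least 10% of the positive control shift, at one fixed dose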
A3A deaminase – blocks human APOBEC3A ssDNA deamination | recombinant A3A, FAM/TAMRA ssDNA deamination fluorescence | inhibition, % at 20 µM | hit rate 0.41% among 330,000 | AID 493011;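 active = at least 40% inhibition at 20 µM here, with at most 30% in a related deaminase screen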;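 note: plate controls were A3A with DMSO for no effect and wells lacking A3A enzyme for full effect; some results filed as inactive read as strong as hits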
Target sequence (P31941 whole entry, looked up): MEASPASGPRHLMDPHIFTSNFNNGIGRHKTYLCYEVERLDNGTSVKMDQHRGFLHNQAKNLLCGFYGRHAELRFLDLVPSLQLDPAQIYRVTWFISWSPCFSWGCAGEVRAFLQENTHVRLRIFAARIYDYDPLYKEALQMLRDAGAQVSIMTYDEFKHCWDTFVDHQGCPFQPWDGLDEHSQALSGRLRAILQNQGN
mIAP act – increases mouse intestinal alkaline phosphatase activity; muIAP, CDP-Star luminescence, 30 min; active compounds read high; 1 = vehicle-only enzyme signal, 0 = enzyme-free wells; activation factor at 10 µM; hit rate 0.24% among 330,000;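 active = activation factor of at least 2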; note: the source names both 10 and 20 µM as test concentration; values of inactives mirror those of a sister screen read the other way
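Assay system: mouse IAP enzyme; Reagent: CDP-Star chemiluminescent phosphatase substrate; Compound: DMSO-dissolved test compounds; Incubation: 30 min, room temperature; Technique: luminescence from enzymatic CDP-Star hydrolysis; Controls: DMSO-only wells and no-enzyme negative control.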
MPTP inh – inhibitors of mitochondrial permeability transition pore; hit rate 1.4% among 360,000; AID 602449; isolated mouse mitochondria, Ca2+ swelling absorbance, 30 min; inhibition, % at 10 µM;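 active = inhibition of 50% or more, scaled per plate between neutral and stimulator controls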;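 note: 0% = DMSO wells given calcium and 100% = 1 mM EGTA wells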
beta cell repl – induces beta-cell replication in MIN6 cells; proliferation, % at 10 µM; MIN6 cells proliferation, ATPlite luminescence, 48 h; cells starved in 0.2% serum; 100% = growth in 10% serum; hit rate 0.29% among 330,000;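 active = compounds whose signal lies at least 3.5 SD above the mean of all wells on their plate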;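 note: 0% = DMSO-treated cells in low-serum medium and 100% = 10% serum control; some compounds called inactive have numbers as strong as hits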
hIAP block – human IAP inhibition. inhibition, % at 10 µM. hit rate 0.12% among 330,000. purified IAP, CDP-Star luminescence, 30 min. P09923. AID 2544;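 active = inhibition reaching a set limit with compound at 10 µM in the primary screen, cut at about 35% in these data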;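 note: plate controls were DMSO wells with enzyme for no effect and no-enzyme buffer wells for full effect; values of inactives mirror those of a sister screen read the other way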
* hit, by the source's call.

Values run as follows: APOBEC3G inh	hIAP act	mIAP block	GRIN3A LBD mod	A3A deaminase	mIAP act	MPTP inh	beta cell repl	hIAP block
1	COc1cccc(N2CCN(Cc3nc(N)nc(Nc4ccccc4OC)n3)CC2)c1
→ 0	0.94	-8	-2	-1	1.1	0.1	-1	6
2	CCOc1ccc(CC(=O)N2CCN(c3ccc(N4CCOCC4)nn3)CC2)cc1OCC
→ -7	0.8	-3	0	-5	1	-1.1	-1	20
3	CSCCC(NC(=O)c1ccc(Cl)cc1)C(=O)OCC(=O)N1CCCC1=O (centres undefined)
→ -6	1.1	5	1	-1	0.95	-0.2	-3	-7
4	CCc1ccc(OCC2c3cc(OC)c(OC)cc3CCN2C(=S)NC)cc1 (centres undefined)
→ -12	1.1	-21	-2	-10	1.2	-11	-3	-5
5	COc1ccc(-c2nc3ncnn3cc2C)cc1F
→ -4	1.1	-3	-1	-2	1	-1.7	2	-14
6	Cc1cc(/C=C2/SC(=O)N(CC(=O)N3CCOCC3)C2=O)c(C)n1-c1ccccc1F
→ -3	1.1	17	-4	2	0.83	-1.1	0	-14
7	C/C=C/C(=O)OCC(=O)Nc1cccc(Br)c1
→ -11	1.1	-2	0	3	1	-0.1	-1	-5
8	COc1ccc(-c2nc3ccc(C(=O)NCC(OC)OC)cc3nc2-c2ccc(OC)c(OC)c2)cc1OC
→ -6	0.94	-8	0	0	1.1	2.2	-4	6
9	CSc1ccccc1C(=O)Nc1ccc(S(=O)(=O)NC2=NCCCCC2)cc1
→ -10	1.1	-7	2	-4	1.1	0.3	0	-10
10	COc1ccc(NC(=O)COc2ccc(/C=N/n3c(C)nnc3C)cc2OC)cc1
→ -8	1	6	-1	-4	0.94	-0.3	-4	-4
11	O=c1cnnc(N/N=C/c2ccc3c(c2)OCO3)[nH]1
→ -9	0.91	4	-1	-2	0.96	-0.5	1	9
12	CCN(CC)C(=O)C(Sc1nnnn1-c1ccc(O)cc1)c1ccccc1 (centres undefined)
→ -8	1.1	-4	-2	-2	1	0.4	0	-11
13	CCCOc1ccc(C2NC(=O)NC2=O)cc1 (centres undefined)
→ 1	1.1	0	0	3	1	0.8	-2	-11
14	COc1ccc(CCNC(=O)CCOc2cc(C)ccc2C)cc1OC
→ -6	1.2	-1	1	-3	1	0.5	4	-15
15	CCn1c(SCC(=O)Nc2ccc(NC(=O)c3cccs3)cc2)nnc1-c1cccnc1
→ -7	1.1	-2	21*	-2	1	-0.2	-2	-7
16	Cc1cccc(NC(=O)CO/N=C/c2ccc3c(c2)OCO3)c1
→ -5	1	7	-3	3	0.93	1.2	0	-4
17	Cc1cccc2cc(CN(Cc3cccnc3)C(=O)c3ccccc3F)c(Cl)nc12
→ -7	1.1	7	0	-3	0.93	-0.8	0	-13
18	Cc1ccc(O)c(/C=N/NC(=O)COc2ccc3c(C)cc(=O)oc3c2)c1
→ -6	1.4	4	17*	-1	0.96	1.3	-2	-44
19	COc1cc(OC)c2ccc(=O)oc2c1C(CCN1CCCC1)c1ccc2c(c1)OCO2 (centres undefined)
→ 20	0.85	11	0	64*	0.89	-2.6	3	14
20	CCN1C(=NCc2ccco2)N[C@@H](c2cccc(C(F)(F)F)c2)C(C(=O)OC)=C1C
→ 16	0.94	1	-1	25	0.99	1.1	-6	6
21	CC(C)c1ccc(N(C(=O)c2cc3ccccc3oc2=O)C2C=CS(=O)(=O)C2)cc1 (centres undefined)
→ -6	0.86	-6	-1	1	1.1	0.3	-3	14
22	Cn1nc(C(=O)Nc2ccc(-n3cnnn3)cc2)c2ccccc2c1=O
→ 8	0.97	-10	-4	28	1.1	-0.4	-3	2
23	Cc1[nH]n(S(=O)(=O)Cc2ccccc2)c(=O)c1N=Nc1ccccc1Cl
→ -6	0.87	10	-4	-4	0.91	1.3	2	13
24	CCOc1ccc(NS(=O)(=O)c2ccc(NC(=O)C3CCCO3)cc2)cc1 (centres undefined)
→ -2	1.1	4	-1	2	0.96	2.9	-5	-8
25	Cc1nc(Nc2ccccc2)sc1C
→ -6	1.2	8	0	-1	0.93	-2.0	1	-22
26	O=C(CSc1nnc(CNC(=O)c2c(F)cccc2Cl)o1)NCCc1ccccc1
→ -5	1.3	5	-5	-4	0.95	-0.5	-4	-28
27	Cc1cc(SCc2ccc(Br)cc2)nc(=O)[nH]1
→ -3	0.94	-4	3	-3	1	-0.3	-1	6
28	OC(CN1CCN(c2ncc(C(F)(F)F)cc2Cl)CC1)c1ccccc1 (centres undefined)
→ -4	0.89	0	-1	-1	1	-0.1	-4	11
29	O=C(O)Cn1nc(-c2ccc(F)cc2)oc1=O
→ -4	0.84	6	1	3	0.94	-0.3	-1	16
30	Cc1nnc2ccc(-c3cccc(NS(=O)(=O)c4ccccc4Cl)c3)nn12
→ 3	1	-6	-1	1	1.1	-0.8	-4	-2
31	Cc1nc(SCC(=O)OCc2ccccc2)c2c(=O)n(C)c(=O)n(C)c2n1
→ -10	1	-12	1	-2	1.1	-2.1	-3	0
32	COC(=O)CCCn1nc(NC(=O)c2ccco2)cc1C
→ -7	0.97	-3	0	1	1	-0.7	-1	3
33	O=C(Nc1cc(F)ccc1F)N1CCN(c2ccnc3cc(Cl)ccc23)CC1
→ -3	1.7	15	0	-1	0.85	59*	-3	-65
34	CCOc1nc(SCCOc2ccc(C)cc2)nc(N(C)C)n1
→ -2	1	5	2	-2	0.95	1.5	-1	-4
35	CN1CCN(c2nc3c(c(=O)n(C)c(=O)n3C)n2Cc2ccccc2Cl)CC1
→ 0	1.2	3	2	1	0.97	0.7	5	-16
36	CCN(CC)S(=O)(=O)c1ccc(C(=O)NNC(=O)C2CCN(S(=O)(=O)c3ccc(Cl)cc3)CC2)cc1
→ -6	1.4	8	-5	-2	0.92	1.2	0	-35
37	COc1cccc(NC(=O)C(C)NS(=O)(=O)c2ccc(Br)cc2)c1 (centres undefined)
→ -2	0.95	-2	2	-2	1	0.9	-2	5
38	CC1(C)CC2CC(C)(CN2C(=O)COC(=O)c2cc(Cl)cc(Cl)c2N)C1 (centres undefined)
→ -4	0.95	1	0	2	0.99	0.0	-4	5
39	O=C(Nc1cccc2ncccc12)C(c1ccccc1)c1ccccc1
→ -2	1.1	1	-4	4	0.99	0.7	-3	-7
40	O=C(N/N=C/c1ccc(Cl)cc1Cl)c1n[nH]c2c1CCCC2
→ -3	0.95	-7	-21	1	1.1	1.1	0	5
41	CCN1CCN(C(=O)N(Cc2ccc(Cl)cc2)S(=O)(=O)c2ccc(C)cc2)CC1
→ -9	1	-3	3	0	1	1.1	1	-4
42	Cc1cc(C)nc(SCC(=O)Nc2ccccc2[N+](=O)[O-])n1
→ -4	0.81	9	0	1	0.91	0.5	-1	20
43	O=C(O)c1cccc(-n2cnnn2)c1
→ 1	0.95	3	1	0	0.97	0.3	-2	5
44	CCN(CC)S(=O)(=O)c1cc(NS(=O)(=O)c2cc(Cl)ccc2Cl)ccc1C
→ -4	0.96	11	-4	-2	0.89	5.6	-2	4
45	Cc1ccc(S(=O)(=O)NN/C(=N/S(=O)(=O)c2ccccc2)c2ccccc2)cc1
→ -4	1.3	-6	-5	-4	1.1	-0.4	-1	-29
46	CC(=O)O[C@]1(C(C)=O)CCC2C3C=C(C)C4=CC(=O)CC[C@]4(C)C3CC[C@@]21C (some centres undefined)
→ -16	0.94	7	0	-6	0.93	0.5	1	6
47	Cc1cccc(C(=O)NNC(=O)c2ccccc2)c1
→ -4	0.91	-3	-1	-4	1	0.4	0	9
48	O=C(CSc1nnc(-c2ccco2)n1Cc1ccccc1)c1ccc(F)cc1
→ -4	0.8	4	0	1	0.96	0.0	5	20
49	CN(C)c1ccc(-c2nnc(-c3ccccc3F)o2)cc1
→ -7	1.1	-10	0	-7	1.1	0.9	-4	-7
50	COCCCNC(=O)Cn1nc(-c2ccc(C)cc2)ccc1=O
→ 0	1	0	-1	-2	1	0.2	-2	-3
51	CC1CCCN(c2ncnc3c2cnn3-c2ccc(Cl)cc2)C1 (centres undefined)
→ -9	0.67	4	0	-2	0.96	-0.4	-6	33
52	O=C(C1CCCCC1)N1CCCC(c2nc3c(nnn3Cc3ccccc3)c(=O)[nH]2)C1 (centres undefined)
→ -6	0.97	-2	-2	-5	1	-0.9	1	3
53	Cc1ccc(-c2nnc(SCC(=O)NNC(=O)COc3cccc(C)c3)n2C)cc1
→ -6	0.93	-1	-1	-2	1	-0.5	-2	7
54	NS(=O)(=O)c1ccc(CCNC(=O)CCCn2c(=O)[nH]c3ccc(Br)cc3c2=O)cc1
→ 6	0.98	6	1	2	0.94	0.3	-5	2
55	CC(C)C(NC(=O)c1c(F)cccc1F)C(=O)NCCc1ccc(S(N)(=O)=O)cc1 (centres undefined)
→ -17	0.86	-3	-1	-1	1	-0.5	-3	14
56	Cc1cccc(Nc2nc3ccccc3s2)c1C
→ 2	0.95	-10	-10	6	1.1	-0.1	0	4
57	COc1ccccc1C(=O)N1CCN(Cc2cn[nH]c2-c2ccc(F)cc2F)CC1
→ -5	1.1	5	-2	-3	0.95	1.5	1	-13
58	CCN(CC)CCCNC(=O)c1nn(-c2ccccc2OC)c(=O)c2ccccc12
→ -4	0.85	0	1	-2	0.99	0.0	-1	15
59	CCC(=O)Nc1cc2c(cc1C(=O)CC)OCCO2
→ -5	1	6	-2	-10	0.94	-1.6	-1	-1
60	Cc1ccccc1NS(=O)(=O)c1ccc(C(=O)N2CCC2)cc1
→ -4	1.2	-4	-1	-5	1	-1.9	-2	-19
61	CCOc1cnc(-c2c(-c3ccccc3Cl)noc2C)o1
→ -4	1.1	-2	-2	-4	1	-1.1	-1	-11
62	CC(=O)Nc1nonc1-c1nc2ccccc2n1Cc1nnc(C)o1
→ -9	1.1	8	0	-1	0.92	1.1	-1	-15
63	O=C(C(=O)N1CCc2ccccc2C1)c1c[nH]c2ccccc12
→ -6	0.92	3	2	-2	0.97	0.6	-1	8

Compound activity (PubChem)
